# SSB-PriA inh: inhibitors of Klebsiella pneumoniae PriA binding to SSB C-terminal tail, primary screen, biochemical, AlphaScreen; PriA–SSB C-terminal tail interaction (Klebsiella pneumoniae); AlphaScreen SSBct-PriA binding, biotinylated peptide; inhibition, % at 33 µM; 430,000 compounds, 0.6% hits; AID 1272365, 2023; in the data active means inhibition mostly above about 37%, no sharp cut-off; inactive means mostly below about 20%;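 further: plate controls were negative control peptide for no effect and reference peptide for full effect; strong numbers were not always called active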
# * hit, by the source's call; & = joins results of further samples.
mol,SSB-PriA inh
CSc1ccc(-c2noc(C3CCCN(S(=O)(=O)c4cccs4)C3)n2)cc1 (stereo not drawn),-10.0
Cc1nc2ccc3nc(N)sc3c2s1,-14.0&4.0
Cc1cnc(C(=O)N2CC(S(=O)(=O)CC(C)C)C2)cn1,-14.0
Cc1nnc(C)n1N=Cc1ccc(C(C)C)cc1,-4.4
CC(C)COc1ccc(CNC(=S)NN=Cc2ccc([N+](=O)[O-])cc2)cc1,-6.5
Cc1nnc(NC(=O)CSc2nnc(Cn3c(=O)sc4ccccc43)n2C)s1,-3.0
CN(C)C(=O)Cc1ccc(NS(=O)(=O)c2cccs2)cc1,5.0
O=S(=O)(c1cc(F)ccc1F)N1CCN(c2ccc3nnc(C4CC4)n3n2)CC1,-8.0
Cc1cccc(OCC(=O)NN=Cc2ccccc2C(=O)O)c1,-6.7
CCN(C(=O)C1CN(C(C)=O)C1)c1cccc(C)c1,-6.0
O=C(NC1NC2=C(CCc3ccccc32)S1)c1ccc(S(=O)(=O)N2CCc3ccccc3C2)cc1 (stereo not drawn),-5.0
O=C(NCC1CCN(c2ccncc2)CC1)C1(c2ccc(Cl)cc2)CCCC1,2.0

# (further entries)
mol,SSB-PriA inh
CCOc1ccc(C=NNc2nc(C)cs2)c(O)c1,10.0
CC(Cc1ccoc1)NC(=O)Cc1ccc(S(=O)(=O)C(C)C)cc1 (stereo not drawn),-4.0
CCOc1ccccc1NCCn1c(C)cn2c3c(=O)n(C)c(=O)n(C)c3nc12,-14.0&-1.0
COc1ccc(C2CCCCN(S(=O)(=O)CCC(F)(F)F)C2)cc1 (stereo not drawn),13.0
Cc1ccccc1-c1noc(CSc2nc3cc(-c4ccccc4)sc3c(=O)n2C)n1,-14.0&-5.0
NC(=O)c1ccc(NC(=O)CSc2nnc3n2CCN3c2ccccc2)cc1,-9.0
COc1ccc2c(c1)CCC[C@@]2(O)CNC(=O)c1cn(C)nc1OC,3.0
O=C(Nc1n[nH]c(=S)s1)c1cccc(C(F)(F)F)c1,-6.0
CSc1nc(N2CCOCC2)c2cnn(CCNC(=O)CSc3nc4ccccc4o3)c2n1,7.0
O=C(CSc1nccn2nc(-c3ccc(Cl)cc3)cc12)Nc1ccc2c(c1)OCCO2,-5.0
COc1ccc(Cl)cc1C(=O)Nc1cc(N2CCN(c3ccccc3)CC2)ncn1,-6.0
O=[N+]([O-])c1ccc(NN=Cc2ccc[nH]2)cc1,54.7*

# More entries
mol,SSB-PriA inh
CCCN1C(=O)C(C)(C)COc2ccc(NS(=O)(=O)c3c(C)c(C)c(C)c(C)c3C)cc21,18.0
CN(C)c1cccc(C(=O)N2CCCC[C@H](c3ccc(F)cc3)C2)c1,57.0*
COc1ccc(C(C)=NNC(=O)CNC(=O)c2ccco2)c(OC)c1,-0.2
CN(C)c1ccc(C=NNC(=O)c2ccco2)cc1,-5.9
O=C(NC[C@H](O)c1csc2ccccc12)c1cc2ccccc2o1,-20.0
COc1ccc(S(=O)(=O)CC(=O)N(CCCN(C)C)c2nc3c(Cl)cccc3s2)cc1,-8.0
Cc1ccc(C(C)C)c(OCC(O)CNCC2CCCO2)c1 (stereo not drawn),-9.0
Cc1nc2ccc(NC(=O)Nc3ccccc3F)cc2c(=O)n1-c1ccccc1,-9.0
CSC1CC2CCC(C1)N2C(=O)c1cccc(Cl)c1 (stereo not drawn),6.0
Cc1cc(F)ccc1S(=O)(=O)N1CCCCC1CCNC(=O)Nc1ccc(Cl)cc1 (stereo not drawn),-13.0
CCCS(=O)(=O)N1CCCc2ccc(NC(=O)c3ccco3)cc21,-1.0
NC(=O)Cc1csc(Nc2ccccc2)n1,-13.0

# Structures above containing an aryl thioether with sulfur outside any ring:
mol,SSB-PriA inh
CSc1ccc(-c2noc(C3CCCN(S(=O)(=O)c4cccs4)C3)n2)cc1 (stereo not drawn),-10.0
Cc1nnc(NC(=O)CSc2nnc(Cn3c(=O)sc4ccccc43)n2C)s1,-3.0
Cc1ccccc1-c1noc(CSc2nc3cc(-c4ccccc4)sc3c(=O)n2C)n1,-14.0&-5.0
NC(=O)c1ccc(NC(=O)CSc2nnc3n2CCN3c2ccccc2)cc1,-9.0
CSc1nc(N2CCOCC2)c2cnn(CCNC(=O)CSc3nc4ccccc4o3)c2n1,7.0
O=C(CSc1nccn2nc(-c3ccc(Cl)cc3)cc12)Nc1ccc2c(c1)OCCO2,-5.0

# Next entries follow:
mol,SSB-PriA inh
Cn1cccc1C(=O)NCc1nc(-c2cccn2C)no1,-1.0
Cc1cc(N2CCC(NC(=O)c3nn(C)c4ccccc34)CC2)n[nH]1,-15.0
O=C(c1ccno1)N1CC(c2nc(-c3ccco3)no2)C1,-1.0
O=C(Cc1noc2ccccc12)N1CCc2cnc(N3CCOCC3)nc2C1,-3.0
Cc1csc(CN2CCN(C(=O)c3c(F)cccc3Cl)CC2)n1,-12.0&-1.0
COC(=O)C1=C(C)N(C)C(=O)NC1c1c(Cl)nc2ccccn2c1=O (stereo not drawn),-14.0
CCOC(=O)c1ccc(S(=O)(=O)N2CCN(c3ccc4nnc(CC)n4n3)CC2)cc1,-8.0&-6.0
COc1ccc(-c2ccc(=O)n(CCNC(=O)c3ccc(Br)o3)n2)cc1,0.0
O=C(NCCn1ccc(C(F)(F)F)n1)c1ccc(Cl)s1,2.0
CCc1ccc(S(=O)(=O)N2CCC(c3nnc(CC)s3)CC2)cc1,-8.0
O=c1c2nc(N3CCOCC3)sc2c(-c2cccs2)nn1Cc1cccc(F)c1,8.0
Cn1nc(CCC(=O)Nc2nc3ccc(Cl)cc3s2)ccc1=O,-11.0

# More structures
mol,SSB-PriA inh
O=C(c1cccc(OCc2ccccc2)c1)N1CCC(S(=O)(=O)c2ccccc2)CC1,-9.0
COc1ccccc1NC(=O)Cc1nnc2cc(-c3nc(C4CC4)no3)ccn12,-1.0
CCOC(C)=Nn1c2nc3ccccc3nc2c2c(=O)n(Cc3ccccc3Cl)c(C)nc21,-8.8
O=C(CSCc1ccccc1)N1CC(Oc2nccs2)C1,-4.0
CCOC(=O)C1=C(C)NC(=S)NC1c1cccc2ccccc12 (stereo not drawn),26.0
O=C1N=c2ccccc2=C1c1sc(=O)n(CC(=O)c2ccccc2)c1O,-2.0
Cc1cc(C)c(S(=O)(=O)NCCNc2ccc(Nc3cccc(C)n3)nn2)c(C)c1,-14.0
CCN1C(=O)c2cccc3c(S(=O)(=O)Nc4nc5ccccc5s4)ccc1c23,-21.0
N#C/C(=C\N1CCC(C(N)=O)CC1)C(=O)NCCc1ccccc1,-13.0
Cc1cc2cc(CCNC(=S)Nc3ccc(Cl)c(Cl)c3)c(=O)[nH]c2cc1C,4.0
O=C(CCSc1nc2sc3c(c2c(=O)n1-c1ccccc1)CCC3)Nc1ccc(-c2nc3ccccc3s2)cc1,-8.0&-8.0
Cc1cc(C(=O)NN=Cc2cc([N+](=O)[O-])ccc2O)c2ccccc2n1,-17.1

# New compounds follow.
mol,SSB-PriA inh
CCOc1cccc2sc(N3CCN(C(=O)c4ccccc4NS(=O)(=O)c4ccc(C)cc4)CC3)nc12,-24.0
Cn1cc(C(=O)Nc2ccc3c(c2)CN(C(=O)c2cccs2)CC3)nn1,-14.0
CNC(=S)NN=C(C)c1ccc2c(c1)OCO2,8.5
COc1ccc(CNC(=O)N2CCN(c3nc4c(C)ccc(C)c4s3)CC2)cc1OC,0.0
O=C(c1cn(-c2cc(N3CCSCC3)ncn2)cn1)N1CCCc2ccccc21,-7.0
O=C(Nc1ccc2c(c1)CCCN2C(=O)c1ccco1)c1cccc(C(F)(F)F)c1,-5.0&12.0
Cc1ccc(-n2ncc3c(C)nnc(SCC(=O)N4CCC(C)CC4)c32)cc1C,4.0
O=C(CCCCCn1c(=S)[nH]c2ccccc2c1=O)NCc1ccccn1,-9.0
CCOc1ccc(-n2ccn(CC(N)=O)c(=O)c2=O)cc1,-15.0
C(=NNc1nc2ccccc2[nH]1)c1ccccc1,13.9
CC(=O)c1ccc(NC(=O)CN2CCN(Cc3nc(-c4ccccc4)cs3)CC2)cc1,-10.0
Cc1nc2oc(-c3ccccc3)nc2cc1NC(=O)c1ccc(Cl)cc1Cl,-9.0

# New compounds follow
mol,SSB-PriA inh
COCCn1c(-c2nc(C(=O)NCc3ccco3)cs2)cc2ccccc21,-23.0
COc1ccc(-n2c(=O)[nH]cc(C(=O)Nc3cccc(Cl)c3C)c2=O)cc1,-16.0
O=S(=O)(c1cccnc1)N1CCC(c2cccs2)CC1,-10.0
COC(=O)c1ccc(COc2ccc(C=NNC(N)=S)cc2)o1,-3.4
CS(=O)(=O)N1CCC(C(=O)N2CCN(Cc3nc4ccccc4[nH]3)CC2)CC1,-18.0
COC(=O)c1ccc(NC(=O)Cc2csc(Nc3ccc(S(C)(=O)=O)cc3)n2)cc1,-4.0
O=C(NCCN1CCC(c2cccs2)CC1)C1(c2cccs2)CCCC1,-25.0
COc1ccc(/C=C2\CC3C4CCC5CC(O)CCC5(C)C4CCC3(C)C2=O)cc1 (stereo not drawn),2.0
CCN(CC)CCN(C(=O)c1ccc(S(=O)(=O)N(C)Cc2ccccc2)cc1)c1nc2cc3c(cc2s1)OCO3,0.0
CC(C)N(C(=O)Cn1nc(-c2ccccc2)c2sc(N3CCOCC3)nc2c1=O)c1ccccc1,-4.0
COc1ccc(CC(=O)NC2CCCC(OC(=O)Nc3ccc(F)cc3)C2)cc1OC (stereo not drawn),-15.0
Cc1cc(C)cc(NC(=O)Cn2nc(C3CC3)c3cnn(-c4ccc(F)cc4)c3c2=O)c1,-15.0

# Additional compounds follow.
mol,SSB-PriA inh
Cc1nn(CC(O)COc2ccc3ccccc3c2)c(C)c1Br (stereo not drawn),-9.0
CCOc1ccc(NC(=O)c2ccc([N+](=O)[O-])s2)c([N+](=O)[O-])c1,-8.0
Cc1ccnc(Nc2cc(N3CCN(C(=O)c4cccnc4)CC3)nc(C)n2)c1,-9.0
COc1ccc(C(=O)NCC2(O)CCOCC2)cc1F,-7.0
Cc1cccc(-n2nc3c(c2NC(=O)C2CCCC2)CSC3)c1C,-19.0
COC(=O)c1ccc(S(=O)(=O)N2CC[C@H](S(=O)(=O)c3ccc(Cl)cc3)C2)cc1,1.0
O=C(Cc1c(F)cccc1Cl)N1CCC(c2ccc3c(c2)OCO3)C1 (stereo not drawn),-8.0
CN(C1CCCCC1)S(=O)(=O)c1ccc(C(=O)Nc2nc(C(C)(C)C)cs2)cc1,-5.0
CC1(C)C(=O)NCCN1C(=O)C1CCN(S(=O)(=O)c2cccs2)CC1,-16.0
CN(C1CCCCC1)S(=O)(=O)c1ccc(C(=O)N2CCN(c3nc4c(F)cc(F)cc4s3)CC2)cc1,-4.0
CCOc1ccc2nc(NC(=O)c3cc(-c4ccccc4)nc4ccccc34)sc2c1,-8.0&7.0
O=[N+]([O-])c1cccc(-c2ccc(/C=C/c3nc4ccccc4s3)o2)c1,-67.0

# Next part:
mol,SSB-PriA inh
Cc1cc(OC2CCN(C(=O)c3ccc(OC(F)(F)F)cc3)CC2)cc(=O)o1,2.0
CCOC(=O)N1CCN(/C=C(\C#N)S(=O)(=O)c2ccccc2)CC1,-10.0
CC(C)c1nn(Cc2ccccc2Cl)c(=O)c2c1cnn2C(C)(C)C,-20.0
O=C(Nc1nc2c(s1)C(=O)NCCC2)c1ccoc1,-10.0
CC1=C(C(=O)Nc2ccc(C)cc2C)C(/C=C/c2ccccc2)n2ncnc2N1 (stereo not drawn),1.0
Cc1nnc(NC(=O)CSc2nnc(-c3ccccc3Cl)o2)s1,-3.0
COc1cc(Br)cc2cc(C(=O)Nc3ccc(F)cc3)c(=O)oc12,-8.0
CCOc1ccc(NC(=O)C2CCN(c3ccc(-c4cccnc4)nn3)CC2)cc1,-15.0
c1ccc(CNc2ccc(NCc3ccccc3)nn2)cc1,-14.0
Cc1cc(OC[C@@H](O)CN2CCN(Cc3ccccc3)CC2)ccc1Cl,-2.0
O=C(CCc1csc(NS(=O)(=O)c2ccccc2)n1)NC1CC1,-12.0
Cc1ccc2c(c1)N(C(=O)Cn1cnc3c(-c4ccc(Cl)cc4)csc3c1=O)CCO2,1.0

# Additional entries:
mol,SSB-PriA inh
O=C1C[C@H](NC(=O)C2(c3ccccc3)CCOCC2)CN1,-12.0
O=C(Nc1cccs1)N1CCC(Oc2ccc(C(F)(F)F)cn2)CC1,3.0
COc1ccc(C(O)=C2C(=O)C(=O)N(CC3CCCO3)C2c2cccc(O)c2)cc1 (stereo not drawn),-12.9
Cc1nc(Nc2ccc(NC(=O)Nc3ccc(C)c(F)c3)cc2)cc(OC(C)C)n1,22.0
CCOC(=O)N1CCN(CC(O)COc2c(F)cc(Br)cc2F)CC1 (stereo not drawn),-2.0
Cc1c(F)cccc1NC(=O)c1nnn(-c2ccccc2)c1-n1cccc1,-5.0
O=S(=O)(NCCn1nc(-c2ccncc2)cc1C1CC1)c1ccc2c(c1)CCO2,-8.0
Cc1ccc(NC(=O)Cn2nc(-c3cccc(Br)c3)ccc2=O)c(C)c1,3.0
CCCCOc1ccc(-c2cc3c(=O)n(Cc4nc(-c5cccc(Cl)c5)no4)ccn3n2)cc1,-6.0
C=CCOCC(O)CN1CCN(c2cc(Cl)ccc2C)CC1 (stereo not drawn),-20.0
CCOc1ccccc1C(=O)N1CCN=C1SCc1cc(C)ccc1C,-9.0
Cn1cccc1C(CNC(=O)c1ccccc1)N1CCc2ccccc2C1 (stereo not drawn),-3.0
Oc1c(Br)cc(Br)cc1C=NN1CCN(Cc2ccccc2)CC1,-1.9
CC(O)CN1CCN(CC(=O)N2CCC(Cc3ccccc3)CC2)CC1 (stereo not drawn),-3.0
COc1c2ccc(C(=O)N3CCN(c4cc(-n5cncn5)ncn4)CC3)cc2nn1C,-26.0

# Source: PubChem

# Some of the compounds tested; the hit share may differ from the screen's.
